Screens from PubChem.
EphB4 antag – EphB4-ephrin-B2 interaction antagonists, primary screen, biochemical, TNYL-RAW peptide probe, fluorescence polarization. Ephrin type-B receptor 4 (Homo sapiens), P54760. EphB4 LBD / TNYL-RAW-Alexa532 peptide. inhibition, % at 7 µM. 0.15% of 97,000 active. AID 720, 2007;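 active = inhibition above the screen-wide mean inhibition plus 3 SD, cut at about 15% in these data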;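 note: 0% = DMSO wells and 100% = excess unlabeled TNYL-RAW peptide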
Plk1 PBD FP – Plk1 polo box domain binding inhibitors, primary screen, biochemical, fluorescence polarization | 0.13% of 97,000 active | Serine/threonine-protein kinase PLK1 (Homo sapiens), P53350 | Plk1 PBD phosphopeptide binding | inhibition, %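 (tested at about 20 µM)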; in the data active = inhibition above about 34%, passing the limit was not always enough
Target sequence (P53350 whole entry, looked up, the tested form may be a part): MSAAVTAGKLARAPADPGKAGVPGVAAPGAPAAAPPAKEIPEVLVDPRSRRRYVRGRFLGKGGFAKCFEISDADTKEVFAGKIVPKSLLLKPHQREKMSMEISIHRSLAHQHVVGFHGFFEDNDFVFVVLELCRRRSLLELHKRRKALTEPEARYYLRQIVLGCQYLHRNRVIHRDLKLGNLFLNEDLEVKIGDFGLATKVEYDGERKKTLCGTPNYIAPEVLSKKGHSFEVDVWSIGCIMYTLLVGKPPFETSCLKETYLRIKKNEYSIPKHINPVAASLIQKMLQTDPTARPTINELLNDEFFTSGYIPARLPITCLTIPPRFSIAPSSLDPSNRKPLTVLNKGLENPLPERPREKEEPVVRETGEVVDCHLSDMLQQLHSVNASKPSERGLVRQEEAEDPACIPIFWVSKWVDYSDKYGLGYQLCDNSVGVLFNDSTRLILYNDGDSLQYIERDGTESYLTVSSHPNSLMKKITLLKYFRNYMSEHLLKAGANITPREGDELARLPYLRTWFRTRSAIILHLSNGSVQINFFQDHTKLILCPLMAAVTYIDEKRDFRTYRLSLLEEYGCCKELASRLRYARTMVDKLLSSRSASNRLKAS
PLK1 kinase inh – human PLK1 kinase inhibitors, primary screen, biochemical, TR-FRET; AID 619, 2007; 0.53% of 97,000 active; recombinant PLK1 kinase, TR-FRET peptide phosphorylation; inhibition, % at 10 µM;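 active = inhibition of 50% or more in the single-concentration screen; inactive = inhibition below 50%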;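 note: 0% = DMSO max control and 100% = H-89 dihydrochloride min control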
S1P2 antag – human S1P2 receptor antagonists, primary screen, cell-based. Sphingosine 1-phosphate receptor 2 (Homo sapiens), O95136. cell-based S1P2 antagonist assay, inhibition at 5 uM. inhibition, % at 5 µM. 0.21% of 97,000 active; in the data active = inhibition above about 45%;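 note: CRE beta-lactamase reporter cells expressing human S1P2 stimulated with S1P; 0% = agonist at EC80 alone and 100% = agonist plus reference antagonist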
S1P2 agonist – S1P2 receptor agonists, primary screen, cell-based; Sphingosine 1-phosphate receptor 2 (Homo sapiens), O95136; S1P2-expressing cell line, agonist reporter read-out; activation, % at 4.5 µM; 0.46% of 97,000 active; AID 729, 2007; in the data active = activation above about 16%;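 note: 0% = vehicle low control and 100% = maximal reference agonist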
PLAP act – PLAP enzyme activators, biochemical, luminescence, HTS. 1.2% of 96,000 active. AID 696, 2007. purified PLAP enzyme, luminescent substrate read-out; stronger effect = higher value. activation fold at 20 µM; in the data active = activation fold above about 2
FAK blocker – FAK kinase inhibitors, primary screen, biochemical | Focal adhesion kinase 1 (Homo sapiens), Q05397 | biochemical FAK kinase activity assay | inhibition, %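 (tested at 7 µM)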 | 0.84% of 97,000 active; in the data active = inhibition above about 19%;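 note: 0% = DMSO and 100% = reference compound high control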
Rev-RRE block – HIV-1 Rev-RRE binding inhibitors, primary screen, biochemical, FRET, protein-RNA interaction; P05866; Rev peptide-RRE RNA binding; inhibition, % at 8 µM; 0.79% of 97,000 active;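 active = inhibition above the screen-wide mean plus 3 SD, cut at about 35% in these data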;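 note: 0% = median DMSO wells and 100% = median Neomycin B control wells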
Target sequence (P05866 whole entry, looked up): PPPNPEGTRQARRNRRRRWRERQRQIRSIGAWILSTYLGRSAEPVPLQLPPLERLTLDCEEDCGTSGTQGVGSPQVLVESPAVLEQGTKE
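Assay system: Rev peptide and RRE RNA, both fluorescently labelled; times: 5 min preincubation and 15 min binding, 25 °C; detection: FRET, ex 480 nm, em 540 and 671 nm; read-out basis: % inhibition from 671/540 nm acceptor-to-donor ratio, scaled between controls; benchmarks: DMSO low control, neomycin B high control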
MT1-MMP txn act – MT1-MMP promoter reporter activation – cell-based, luciferase luminescence, primary screen | HT1080 MT1-MMP promoter luciferase reporter, overnight; stronger effect = higher value | activation factor at 10 µM | 0.16% of 86,000 active | AID 750, 2007;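 active = activation factor of at least 2 for MT1-MMP transcription at 10 µM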
Starred values were filed as active, the others as inactive; / = not tested or not shown.

1: CCOc1cc(S(=O)(=O)N2CCN(c3ccc(F)cc3)CC2)c(OCC)cc1-n1cnnn1
2: CCOc1cccc(C(=O)Nc2cccc(-c3nc4ncccc4o3)c2C)c1
3: CN1c2ccccc2C(O)=C(C(=S)Nc2ccc(Cl)cc2)S1(=O)=O
4: O=C(Nc1ccc(Cl)cc1)N1CCCN(Cc2ccccc2F)C1
5: COc1ccc(-n2c(=O)c3c4c(sc3n(CC(=O)NCc3ccco3)c2=O)CCC4)c(OC)c1
6: Cc1nc2cc(NC(=O)N3CC4(C)CC3CC(C)(C)C4)ccc2n1C (stereo unspecified)

assay / entry,1,2,3,4,5,6
PLAP act,1,1,1.3,0.8,/,1.1
EphB4 antag,8.6,-8.9,9.8,2.0,1.8,-8.9
FAK blocker,5.0,0.2,-3.2,1.9,1.8,-0.7
MT1-MMP txn act,1,1,/,1.1,/,1
PLK1 kinase inh,-6.2,-14.1,-18.3,-4.9,-9.6,-9.5
Rev-RRE block,6.1,-1.1,5.3,-0.2,5.7,-4.2
Plk1 PBD FP,-3.3,-38.2,10.9,-7.2,-13.5,3.2
S1P2 agonist,-2.2,-6.8,-3.6,-2.1,-6.5,-1.8
S1P2 antag,31.5,8.8,11.5,1.9,7.4,11.8

7: COC(=O)CSc1nnc(C)n1-c1ccc(C)cc1
8: NC(=O)c1ccc(-n2nnnc2SCC(=O)Nc2ccc(N3CCOCC3)c(Cl)c2)cc1
9: Cc1cc(CC(C)C)n(-c2nc3ccccc3c(=O)n2OCc2ccccc2)n1
10: O=C(Nc1ccccc1N1CCOCC1)c1cnccn1
11: Cc1cccc(C#N)c1NC1=CC(=O)CC(C)(C)C1
12: O=S(=O)(NC1CCCC1)c1ccccc1Cl

assay / entry,7,8,9,10,11,12
PLAP act,1.4,0.8,1.1,1.1,1,/
EphB4 antag,0.0,-8.4,0.4,-0.2,-1.4,-0.1
FAK blocker,-3.1,1.2,3.3,7.2,1.7,-0.2
MT1-MMP txn act,1,1,1.2,1.1,1.1,1.1
PLK1 kinase inh,-0.1,-8.0,-1.6,12.5,-8.5,-3.6
Rev-RRE block,9.9,5.0,10.4,0.4,11.4,0.9
Plk1 PBD FP,2.0,26.9,-15.6,23.0,-1.5,27.0
S1P2 agonist,-2.1,-2.2,-3.8,-3.9,-4.1,-2.7
S1P2 antag,1.2,-13.8,1.1,0.2,20.5,-0.9

13: Cc1ccc(CCNC(=O)CC2Oc3ccc(C)cc3NC2=O)cc1 (stereo unspecified)
14: CN(c1cc(=O)n2ccccc2n1)C1CCCCC1
15: Cc1c(Cl)cccc1NC(=O)CCCCCN1C(=O)CCC1=O
16: CCc1cccc(NC(=O)c2snc3c(=O)[nH]cnc23)c1
17: COc1ccc(CNC(=O)C2CCCN(S(=O)(=O)c3cnc[nH]3)C2)cc1 (stereo unspecified)
18: O=C(C1CCN(S(=O)(=O)c2cccnc2)CC1)N1CCCCC1

assay / entry,13,14,15,16,17,18
PLAP act,0.9,1.1,1,0.9,1,1.2
EphB4 antag,-5.0,3.7,-1.2,6.8,3.1,-3.3
FAK blocker,-1.0,-1.3,2.2,1.3,5.8,-0.9
MT1-MMP txn act,1.1,1.3,1,1.2,1,1.2
PLK1 kinase inh,-11.5,-9.4,-13.9,-9.9,-7.9,-9.1
Rev-RRE block,2.8,5.2,3.9,4.8,10.4,2.5
Plk1 PBD FP,0.0,-14.9,8.6,-17.0,-3.4,6.3
S1P2 agonist,-0.1,-5.9,-3.5,-3.3,-14.3,-2.7
S1P2 antag,-3.2,-15.0,-3.3,3.0,4.3,-17.1

As a short view, some entries already given.
7: COC(=O)CSc1nnc(C)n1-c1ccc(C)cc1
8: NC(=O)c1ccc(-n2nnnc2SCC(=O)Nc2ccc(N3CCOCC3)c(Cl)c2)cc1
9: Cc1cc(CC(C)C)n(-c2nc3ccccc3c(=O)n2OCc2ccccc2)n1
10: O=C(Nc1ccccc1N1CCOCC1)c1cnccn1
11: Cc1cccc(C#N)c1NC1=CC(=O)CC(C)(C)C1
12: O=S(=O)(NC1CCCC1)c1ccccc1Cl
13: Cc1ccc(CCNC(=O)CC2Oc3ccc(C)cc3NC2=O)cc1 (stereo unspecified)
14: CN(c1cc(=O)n2ccccc2n1)C1CCCCC1

assay / entry,7,8,9,10,11,12,13,14
PLAP act,1.4,0.8,1.1,1.1,1,/,0.9,1.1
EphB4 antag,0.0,-8.4,0.4,-0.2,-1.4,-0.1,-5.0,3.7
FAK blocker,-3.1,1.2,3.3,7.2,1.7,-0.2,-1.0,-1.3
MT1-MMP txn act,1,1,1.2,1.1,1.1,1.1,1.1,1.3
PLK1 kinase inh,-0.1,-8.0,-1.6,12.5,-8.5,-3.6,-11.5,-9.4
Rev-RRE block,9.9,5.0,10.4,0.4,11.4,0.9,2.8,5.2
Plk1 PBD FP,2.0,26.9,-15.6,23.0,-1.5,27.0,0.0,-14.9
S1P2 agonist,-2.1,-2.2,-3.8,-3.9,-4.1,-2.7,-0.1,-5.9
S1P2 antag,1.2,-13.8,1.1,0.2,20.5,-0.9,-3.2,-15.0

15: Cc1c(Cl)cccc1NC(=O)CCCCCN1C(=O)CCC1=O
16: CCc1cccc(NC(=O)c2snc3c(=O)[nH]cnc23)c1
17: COc1ccc(CNC(=O)C2CCCN(S(=O)(=O)c3cnc[nH]3)C2)cc1 (stereo unspecified)
18: O=C(C1CCN(S(=O)(=O)c2cccnc2)CC1)N1CCCCC1

assay / entry,15,16,17,18
PLAP act,1,0.9,1,1.2
EphB4 antag,-1.2,6.8,3.1,-3.3
FAK blocker,2.2,1.3,5.8,-0.9
MT1-MMP txn act,1,1.2,1,1.2
PLK1 kinase inh,-13.9,-9.9,-7.9,-9.1
Rev-RRE block,3.9,4.8,10.4,2.5
Plk1 PBD FP,8.6,-17.0,-3.4,6.3
S1P2 agonist,-3.5,-3.3,-14.3,-2.7
S1P2 antag,-3.3,3.0,4.3,-17.1

(more compounds)
19: COc1ccc(OC)c(N2C(=O)CC(Cc3ccc(C)cc3)C2=O)c1 (stereo unspecified)
20: CC(=O)OCC(OC(C)=O)C(OC(C)=O)C(OC(C)=O)C(=O)Nc1ccc(C)cc1C (stereo unspecified)
21: O=C(CSc1nnc(-c2cccs2)o1)N1CCc2ccccc21
22: CN(C)c1cc2c(c(N(C)C)c1)C(=O)c1ccccc1C2=O
23: O=C(Nc1ccc(N2CCCC2)cc1)c1cccc(F)c1
24: c1ccc2c(c1)oc1c(NCCCN3CCOCC3)ncnc12

assay / entry,19,20,21,22,23,24
PLAP act,/,1.4,0.8,0.9,0.8,1
EphB4 antag,-0.4,1.7,-9.7,-0.2,0.9,-10.3
FAK blocker,1.4,0.2,-2.5,48.6*,6.2,4.8
MT1-MMP txn act,1.1,1.1,1.1,/,0.5,1.2
PLK1 kinase inh,-10.5,19.0,-1.5,-4.6,-2.6,-3.7
Rev-RRE block,2.9,5.2,3.4,-5.1,3.5,1.0
Plk1 PBD FP,-7.8,-23.1,1.2,15.7,-6.8,-1.8
S1P2 agonist,-0.4,-9.3,-3.3,1.2,-4.8,-9.1
S1P2 antag,-13.1,4.5,7.5,-24.9,-2.3,-16.6

25: CCCC(=O)Nc1nn(CCC)c2nc3ccccc3cc12
26: O=C1C=C(NCCNc2c(F)c(F)c(CO)c(F)c2F)CCC1
27: CCOC(=O)c1c(NC(=O)CSc2nc3c(c(=O)n(C)c(=O)n3C)n2C(C)C)sc(C)c1C
28: Fc1ccc(C2C3=C(Nc4ncnn42)c2ccccc2OC3c2ccncc2)cc1 (stereo unspecified)

assay / entry,25,26,27,28
PLAP act,1.4,1.1,0.8,1.4
EphB4 antag,-0.6,-1.8,12.3,1.6
FAK blocker,0.4,-0.6,-1.7,5.6
MT1-MMP txn act,1.3,1.2,1.1,1
PLK1 kinase inh,-11.0,-13.1,8.6,3.2
Rev-RRE block,3.7,6.0,6.8,0.0
Plk1 PBD FP,14.0,0.6,22.3,13.0
S1P2 agonist,-3.5,-1.7,-11.1,2.0
S1P2 antag,-29.6,-18.4,2.6,-4.3
